Nrf2 ARE act – qHTS of Nrf2 Activators; Potency, µM (titrated, usually from 46.1 µM), without a hit: top-dose activation, usual class: activators; 410,000 compounds, 0.31% hits; AREc32 ARE-luciferase reporter (MCF7-derived line), luminescence, 24 h; further: % of control where 0% means no effect; nearly all actives have a fitted effect of over 65% in size
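For detection, Steady-Glo was added and plates sat 30 min at RT; before that, AREc32_Fluc cells grown overnight in OPTI-MEM/5% FBS had been treated with 23 nL compound for 24 hr at 37 deg C.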
S2 tox – Viability Counterscreen for Primary qHTS for Inhibitors of ATXN expression | S2 cells (HEK-293 line with an ATXN2-luciferase reporter) viability, CellTiter-Fluor protease fluorescence, 24 h | Potency, µM (top dose mostly 56.7 µM), usual class: cytotoxic | 400,000 compounds, 0.49% hits; further: nearly all actives have a fitted effect of over 40% in size
TGFb SMAD3 inh – qHTS for Inhibitors of TGF-b; HepG2 CAGA-GFP TGF-b/SMAD3 reporter, GFP fluorescence, 18 h; TGF-beta stimulated, 500 pg/mL final; Potency, µM (titrated, usually from 46.1 µM), for inactives: top-dose activity, negative = inhibition, most hits filed as inhibitors; 410,000 compounds, 1.2% hits; further: on the % scale 0 is the no-effect control and ±100 the full control effect; nearly all actives have a fitted effect of over 65% in size
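HEPG2 CAGA-GFP reporter cells (1000/well, DMEM with 1% FBS) received compounds, then recombinant TGF-beta at 500 pg/mL final for 18 hours at 37 degrees C. Per-cell GFP summed per well was normalised to unstimulated and stimulated DMSO controls before curve fitting.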
ATXN2 expr inh – Primary qHTS for Inhibitors of ATXN expression | HEK-293 ATXN2-luciferase reporter, luminescence, 24 h | Potency, µM (series often up to 57 µM), without a hit: at the top dose activity change, negative = inhibition, usual class: inhibitors | 360,000 compounds, 0.72% hits | AID 1745845, 2022; further: on the % scale 0 is the no-effect control and ±100 the full control effect; nearly all actives have a fitted effect of over 55% in size
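qHTS (up to 57 uM final) was run with 24 h compound exposure of reporter cells at 37 °C. Each well was multiplexed: SteadyGlo luminescence measured ATXN2-luciferase expression after a fluorogenic Gly-Phe-AFC viability readout (25 uM final).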
A549 viability – Nrf2 qHTS screen for inhibitors: counterscreen for cytotoxicity. Potency, µM (top dose mostly 46 µM), for inactives: top-dose activity change, negative = cytotoxicity, actives largely listed as inhibitors. 390,000 compounds, 0.16% hits. A549 ARE-Fluc cells, CellTiter-Fluor viability, 18-24 h; further: on the % scale 0 is the no-effect control and ±100 the full control effect
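A549 ARE_Fluc cells in 5% FBS OPTI-MEM were exposed to compounds in concentration-response for 18-24 h at 37 deg C. Viability was read by CellTiter-Fluor fluorescence (Ex 405/Em 525) after 30 min, before the luciferase read.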
HepG2 viability – qHTS for Inhibitors of TGF-b: Cytotox Counterscreen; Potency, µM (top dose mostly 46.1 µM), for the others: at the top dose activity change, negative = cytotoxicity, actives largely listed as cytotoxic; AID 588856, 2011; HepG2 CAGA-GFP viability, ATP luminescence, 18 h; 410,000 compounds, 0.76% hits; further: some results filed as inactive show a strong effect at the top dose
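HepG2 CAGA-GFP cells (1000/well, DMEM with 1% FBS) received compound, then TGF-beta at 500 pg/mL final, and were incubated 18 hours at 37 degrees C. Viability was read by CellTiter-Glo luminescence. Media-only wells were set as complete cell-killing and DMSO as no toxicity.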
MCF10A rerep – A quantitative high throughput screen for small molecules that induce DNA re-replication in MCF 10a normal breast cells | MCF 10A DNA re-replication, Hoechst nuclear intensity, 48 h | Potency, µM (top dose mostly 46.1 µM), inactives show top-dose activity, positive = re-replication, most hits filed as activators | 350,000 compounds, 2.9% hits; further: % of control where 0% means no effect; nearly all actives have a fitted effect of over 50% in size
EPAC2 antagonist – qHTS for Antagonist of cAMP-regulated guanine nucleotide exchange factor 2 (EPAC2): primary screen. 360,000 compounds, 0.18% hits. EPAC2 GEF exchange of Rap1B-BODIPY-GDP, fluorescence. Rap guanine nucleotide exchange factor 4 (Homo sapiens), Q8WZA2. AID 720708, 2013. Potency, µM (doses to about 114 µM), inactives show at the highest dose activity, negative = inhibition, usual class: inhibitors; further: on the % scale 0 is the no-effect control and ±100 the full control effect; nearly all actives have a fitted effect of over 45% in size; many of its hits are not listed in these tables
Target sequence (Q8WZA2 whole entry, looked up): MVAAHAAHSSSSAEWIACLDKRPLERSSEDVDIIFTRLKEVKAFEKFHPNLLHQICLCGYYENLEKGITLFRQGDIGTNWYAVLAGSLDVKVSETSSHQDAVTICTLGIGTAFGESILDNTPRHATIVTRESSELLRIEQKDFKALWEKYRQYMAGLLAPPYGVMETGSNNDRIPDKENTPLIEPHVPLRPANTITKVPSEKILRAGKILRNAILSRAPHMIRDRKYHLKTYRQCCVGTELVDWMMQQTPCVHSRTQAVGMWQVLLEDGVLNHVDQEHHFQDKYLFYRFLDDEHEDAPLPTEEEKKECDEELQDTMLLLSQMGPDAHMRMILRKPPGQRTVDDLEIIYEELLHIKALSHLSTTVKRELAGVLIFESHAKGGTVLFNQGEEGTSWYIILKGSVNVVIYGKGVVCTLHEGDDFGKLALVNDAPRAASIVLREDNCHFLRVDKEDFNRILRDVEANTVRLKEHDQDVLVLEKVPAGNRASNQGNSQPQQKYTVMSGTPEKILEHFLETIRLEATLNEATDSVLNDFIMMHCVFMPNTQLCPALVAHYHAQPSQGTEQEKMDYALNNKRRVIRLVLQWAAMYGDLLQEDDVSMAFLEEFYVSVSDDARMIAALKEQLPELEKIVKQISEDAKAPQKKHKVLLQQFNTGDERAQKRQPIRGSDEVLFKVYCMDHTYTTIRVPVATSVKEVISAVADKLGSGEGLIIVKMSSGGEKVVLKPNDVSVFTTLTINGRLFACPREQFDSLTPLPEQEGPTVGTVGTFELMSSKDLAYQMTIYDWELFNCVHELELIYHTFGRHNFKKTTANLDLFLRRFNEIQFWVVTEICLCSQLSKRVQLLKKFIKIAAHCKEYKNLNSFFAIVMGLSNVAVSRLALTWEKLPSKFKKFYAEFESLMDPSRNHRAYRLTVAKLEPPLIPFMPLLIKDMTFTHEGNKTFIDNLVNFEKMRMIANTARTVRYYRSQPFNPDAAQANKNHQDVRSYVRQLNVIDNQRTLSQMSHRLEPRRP
Nrf2 inh – Nrf2 qHTS screen for inhibitors | A549 ARE-Fluc reporter, luciferase luminescence, 18-24 h | Potency, µM (doses to about 46 µM), inactives show at the top dose activity change, negative = inhibition, most hits filed as inhibitors | 360,000 compounds, 2.1% hits; further: on the % scale 0 is the no-effect control and ±100 the full control effect; nearly all actives have a fitted effect of over 60% in size
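Nrf2 function is reported as luminescence of an ARE-controlled luciferase in A549 cells. Compounds were tested at several concentrations, and a CellTiter-Fluor read on the same wells flagged cytotoxicity.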
The depositor's hits bear a star; i = inactive; ? = inconclusive; . = not tested or not shown; & = joins results of further samples; [ ] = dose if it differs, or a comment. The call rests on the fitted dose curve; in most records, active means well fitted curve in the direction sought with a large enough effect; inconclusive means small, poorly fitted or top-dose-only effect, or another doubt; inactive means no such curve, though single readings can be large; an effect the other way counts as inactive or inconclusive. Potency means the concentration at half of the fitted maximal effect. A portion of the library (hit frequency here may not be typical).

Structure | Nrf2 ARE act | S2 tox | TGFb SMAD3 inh | ATXN2 expr inh | A549 viability | HepG2 viability | MCF10A rerep | EPAC2 antagonist | Nrf2 inh
COc1cc(C)c(Cl)cc1S(=O)(=O)N1CCSC1 | -0.5% | i | -4% | 4% | -3% | 13% | -7% | 8% | -11%
COc1cccc(C(=O)NNS(=O)(=O)c2ccccc2)c1 | -0.3% | . | -1% | . | . | -3% | . | 2% | .
Cc1ccc(NC(=O)C(C)Sc2nnc(C)n2C)cc1 (configuration not stated) | 0.5% | ? | 7% | . | 6% | 2% | -2% | 2% | 12%
COc1cc(C(=O)NC2CCCC(C)C2C)ccc1OCC(=O)N1CCOCC1 (configuration not stated) | 0.5% | i | 10% | . | -2% | 12% | -1% | 14% | -12%
COc1ccc(C)cc1NC(=O)Nc1ccccc1 | 6.9% | i | ? | 6% | -2% | 4% | -1% | -1% | .
Cc1ccccc1C(=O)c1cccn1CC(=O)NCc1ccccc1 | 0.2%&4.5% | i | 15% | 15% | 8%&3% | 0%&-4% | -2% | 0% | ?
CN(CCO)c1nc(NCc2ccccc2)c2cnn(C)c2n1 | 0.4% | . | 3% | . | 2% | 7% | ? | 1% | 7%
COc1ccc(Cc2nnc(SCc3nc4ccccc4c(=O)[nH]3)n2C)cc1 | 0.0% | i | -7% | 3% | 14% | -3% | -1% | 3% | -18%
Cc1ccc(OCCOc2ccc(Br)cc2/C=N\NC(N)=O)cc1 | 0.9% | ? | ? | . | -8% | -52% | ? | 2% | -26%
CCN(C(=O)CSc1ccc2c(c1)OCCO2)C1CCS(=O)(=O)C1 (configuration not stated) | -0.2% | i | -1% | 3% | -3% | -27% | -1% | 4% | 12%

The last 2 records of the part before come first, to join the parts:
Structure | Nrf2 ARE act | S2 tox | TGFb SMAD3 inh | ATXN2 expr inh | A549 viability | HepG2 viability | MCF10A rerep | EPAC2 antagonist | Nrf2 inh
Cc1ccc(OCCOc2ccc(Br)cc2/C=N\NC(N)=O)cc1 | 0.9% | ? | ? | . | -8% | -52% | ? | 2% | -26%
CCN(C(=O)CSc1ccc2c(c1)OCCO2)C1CCS(=O)(=O)C1 (configuration not stated) | -0.2% | i | -1% | 3% | -3% | -27% | -1% | 4% | 12%
CC(C)(C)OC(=O)N[C@H](Cc1ccccc1)C(=O)N1CCC(C(=O)O)CC1 | 0.3% | i | ? | -6% | -2% | -14% | -2% | 3% | -4%
COC(=O)c1ccccc1NC(=O)c1ccc(=O)n(Cc2cccc(C)c2)c1 | 4.7% | ? | -11% | -7% | -5% | -22% | . | . | .
O=C(CSc1nnc(Cn2cnc3ccccc32)o1)Nc1cccc2ccccc12 | -0.4% | i | -16% | 9% | 2% | 3% | 13% | 10% | 0%
O=C(CCN1CCOCC1)NNC(=O)c1ccc([N+](=O)[O-])cc1[N+](=O)[O-] | 0.4% | i | -2% | -6% | 5% | 7% | -1% | -1% | -3%
CCCn1cc(SCC(=O)NCc2ccco2)c2ccccc21 | 4.9% | i | -8% | 18% | -4% | -36% | 2% | 3% | .
COc1ccccc1N(C)S(=O)(=O)c1ccc(C(=O)OCC(=O)NCc2cccs2)cc1 | 0.1% | i | 2% | -1% | -6% | 2% | -2% | -6% | 8%
Cc1cccc(CNc2ccc(C(CC(N)=O)NC(=O)c3ccccc3)cc2[N+](=O)[O-])c1 (configuration not stated) | 0.1% | i | -23% | -19% | -12% | -9% | 13% | 3% | ?
C/C(=N/NS(=O)(=O)c1ccc(Br)cc1)c1c[nH]c2ccccc12 | 2.0% | i | 14% | 9% | 2% | 10% | 11% | -6% | 10%
COc1ccc(Oc2cccc(Cl)c2CNC(=O)CCCC(=O)O)cc1 | 0.8% | i | -3% | . | 5% | -8% | -1% | -2% | 10%
CC1(C)Cc2cccc(OCC(O)CN3CCN(c4ccccn4)CC3)c2O1 (configuration not stated) | -0.2% | i | -17% | -7% | 5% | -1% | 10% | -4% | .
O=C(Cn1c(=O)oc2ccccc21)c1ccccc1 | 0.3% | i | 3% | -11% | 1% | 0% | 0% | -4% | .
CCOc1cc(/C=C2\C(=N)N3N=C(CC)SC3=NC2=O)ccc1OCCOc1ccc(NC(C)=O)cc1 | 0.0% | i | 8% | 1% | -4% | 4% | 1% | 2% | -6%
CCCn1c(N)c(C(=O)CSc2nnc(C3CC3)n2C2CC2)c(=O)[nH]c1=O | -0.4% | i | -5% | -19% | 0% | -8% | 1% | 1% | 1%
COc1ccccc1C=NNC(=O)C(=O)NN=Cc1ccccc1OC | 0.0% | i | 2% | 3% | 4% | -10% | 4% | 2% | 4%
Cc1ccc(SCC(=O)OCC(=O)N(C)CC(=O)Nc2ccc(F)cc2)cc1 | -0.5% | i | 0% | -13% | 5% | -11% | -7% | 3% | -1%
COC(=O)c1cc2oc(C)cc2n1CC(=O)Nc1ccc(C)cc1C | -0.3% | i | 24% | 9% | 1% | 20% | . | . | -7%
COc1cccc(NC(=O)CSc2ncc(S(=O)(=O)c3ccccc3)c(=O)[nH]2)c1 | -0.3% | i | 1% | 8% | 4% | -2% | -2% | -8% | 6%
CN(C)/C=C1/C(=O)Nc2ccccc21 | 3.8% | i | 16% | 4% | -6% | -7% | 14% | -25% | -30%
COC(=O)C1(C)CCCC2(C)C3CCC(C(C)C)C(CO)C3C(CO)CC12 (configuration not stated) | -3.5% | ? | -14% | . | . | -40% | . | ? | .
O=C(NCC(O)c1ccc([N+](=O)[O-])cc1)c1cccc(S(=O)(=O)N2CCCC2)c1 (configuration not stated) | 0.5% | i | 9% | -28%[11.3 µM] | -15% | 20% | -6% | 2% | ?
CC(C)CCN1CCC(N)=NC1=O | 0.4% | i | -1% | -16% | -2% | 11% | -1% | 0% | -1%
COc1ccc(CCNC(=O)c2ccc3c(c2)c(C)c(C)n3Cc2ccccc2)c(OC)c1OC | -0.4% | . | 0% | . | -13% | 4% | . | . | ?
Cc1cccc(OCc2nc3c4c(ncn3n2)-c2ccccc2CC42CCCC2)c1 | 0.3% | i | -12% | -1% | -7% | 1% | 17% | 7% | 10%
COc1ccc(CN2CCN(C)CC2)cc1OCc1ccccc1 | -0.3% | i | -5% | 3% | -4% | 3% | 9% | 3% | 1%
O=C(CSCc1ccccc1Cl)NCCSc1ccccn1 | 0.2% | i | ? | 42%[activator] | -1% | -28% | 2% | -17% | 7%
C=CCn1c(NC(=O)c2ccccc2)nc2ccccc21 | 6.8% | ? | -22% | 55%[activator] | 0% | -30% | ? | 0% | 15%
Cc1nc2[nH]c(=O)c3c(n2n1)NC1=C(C(=O)CC(C)(C)C1)C3c1ccc(F)cc1 (configuration not stated) | -0.2% | i | 1% | 1% | 3% | -20% | 13% | 3% | 12%
CC(Sc1nnc(C(F)(F)F)n1C)C(=O)Nc1ccc(N2CCOCC2)cc1 (configuration not stated) | 0.0% | i | -1% | 5% | 11% | -1% | -5% | 0% | 13%
COc1ccc(OCc2cc(C(=O)N(C)Cc3cnccn3)no2)c(Cl)c1 | 0.0% | i | -16% | 32% | 5% | -17% | 0% | -21% | 5%
COc1ccc2c(c1)C=C(CN1CCN(Cc3ccccc3C)C(CCO)C1)CO2 (configuration not stated) | 2.3% | i | -15% | -11% | -2% | -27% | -1% | -4% | 19%
C=CCn1c(NCCc2ccccc2)nc2c1c(=O)n(C)c(=O)n2C | 0.2% | i | -24% | ? | -9% | -42% | 7% | 8% | 9.2µM*
O=C(Cc1cccs1)Nn1c(Cc2cccs2)nc2ccccc2c1=O | 2.2% | i | -26% | 9% | -1% | -21% | 3% | -3% | -18%
c1ccc(CC2CCN(Cc3nc(-c4ccccc4)no3)CC2)cc1 | -0.1% | i | -28% | 21% | -12%[1.84 µM] | -23% | 18% | -9% | 18%
ClC(Cl)c1nnc(-c2ccccc2)c(-c2c[nH]c3ccccc23)n1 | 3.7% | i | 13µM* | -19% | ? | -57% | 26µM* | 2% | 10µM*
NCC(=O)CCC(=O)O | 0.6% | i | 22% | 5%&13% | 1% | -2% | -2%&-1% | -5% | 9%
CCOC(=O)Cc1ccc(NC(=O)N2CC(C)Oc3ccc(Cl)cc32)cc1 (configuration not stated) | 2.9% | . | 0% | . | 0% | -19% | . | . | 53%

A second format for part of the listing above:
Below each SMILES – Nrf2 ARE act | S2 tox | TGFb SMAD3 inh | ATXN2 expr inh | A549 viability | HepG2 viability | MCF10A rerep | EPAC2 antagonist | Nrf2 inh
COc1ccc(OCc2cc(C(=O)N(C)Cc3cnccn3)no2)c(Cl)c1
    0.0% | i | -16% | 32% | 5% | -17% | 0% | -21% | 5%
COc1ccc2c(c1)C=C(CN1CCN(Cc3ccccc3C)C(CCO)C1)CO2 (configuration not stated)
    2.3% | i | -15% | -11% | -2% | -27% | -1% | -4% | 19%
C=CCn1c(NCCc2ccccc2)nc2c1c(=O)n(C)c(=O)n2C
    0.2% | i | -24% | ? | -9% | -42% | 7% | 8% | 9.2µM*
O=C(Cc1cccs1)Nn1c(Cc2cccs2)nc2ccccc2c1=O
    2.2% | i | -26% | 9% | -1% | -21% | 3% | -3% | -18%
c1ccc(CC2CCN(Cc3nc(-c4ccccc4)no3)CC2)cc1
    -0.1% | i | -28% | 21% | -12%[1.84 µM] | -23% | 18% | -9% | 18%
ClC(Cl)c1nnc(-c2ccccc2)c(-c2c[nH]c3ccccc23)n1
    3.7% | i | 13µM* | -19% | ? | -57% | 26µM* | 2% | 10µM*
NCC(=O)CCC(=O)O
    0.6% | i | 22% | 5%&13% | 1% | -2% | -2%&-1% | -5% | 9%
CCOC(=O)Cc1ccc(NC(=O)N2CC(C)Oc3ccc(Cl)cc32)cc1 (configuration not stated)
    2.9% | . | 0% | . | 0% | -19% | . | . | 53%

High-throughput results: PubChem, National Center for Advancing Translational Sciences (NCATS)
